# High-throughput results: PubChem, The Scripps Research Institute Molecular Screening Center
# PAFAH1B2 FP inh: inhibitors of human PAFAH1B2; AID 492953; hit rate 1.2% among 340,000; P68402; inhibition, % at 3.39 µM; recombinant PAFAH1B2, FP-rhodamine activity probe, fluorescence polarization;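 active = inhibition above the mean of all tested compounds plus 3 SD, cut at about 24% in these data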;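 also: 0% = enzyme with DMSO and 100% = wells lacking PAFAH1B2; many of its hits are not listed in these tables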
# Target sequence (P68402 whole entry, looked up): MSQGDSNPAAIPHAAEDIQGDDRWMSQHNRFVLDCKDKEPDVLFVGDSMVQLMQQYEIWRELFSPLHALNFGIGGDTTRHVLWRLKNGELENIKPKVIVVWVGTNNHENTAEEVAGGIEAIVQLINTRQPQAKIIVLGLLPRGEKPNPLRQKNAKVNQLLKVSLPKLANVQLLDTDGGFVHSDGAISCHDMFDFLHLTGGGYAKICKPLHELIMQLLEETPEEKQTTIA
# * marks the source's active call; other numbers are inactive results. Not all compounds are listed; rates above refer to the full screens.
PAFAH1B2 FP inh,SMILES
2,COc1ccc(-c2nn(-c3ccccc3)cc2CNC[C@H]2O[C@@H](n3cnc(C(N)=O)n3)[C@H](O)[C@@H]2O)cc1
7,O=C(OC(c1ccccc1)c1nccc2ccccc12)c1ccccc1 (centres undefined)
7,O=C(NCCc1ccccc1)c1cccc(NC(=O)C2CCC2)c1
6,Cc1sc2nc(SCC(=O)Nc3ccc(Cl)c(C(=O)O)c3)[nH]c(=O)c2c1C
8,CC(=O)c1ccc(OCCCC(=O)NCc2nnc3ccccn23)cc1
2,CCOc1ccc(NC(=O)COc2ccc(N3CC(C(N)=O)CC3=O)cc2)cc1 (centres undefined)
2,NC(=O)C1=C(N)c2ccccc2C1c1ccccc1 (centres undefined)
2,C=CCc1ccccc1Oc1cc(OC)nc(N)n1
4,CC1CCC(=NO)C(=NO)C1 (centres undefined)
4,CN(C(=O)c1cccc(NC(=O)Cc2cccc(NC(=O)C3CCN(C(=O)C4CCC4)CC3)c2)c1)C1CC1
-3,C[C@]12CC[C@H](O)CC1=C[C@H](O)C1C2CC[C@@]2(C)C1CC[C@@]2(O)C#Cc1ccc(CN)cc1 (some centres undefined)
2,OCC(O)C(O)CC1SCCS1 (centres undefined)
6,C/C(=N\NC(=O)c1nnn(-c2nonc2N)c1-c1ccccc1)c1ccco1
5,CCOc1ccccc1NC1=C(OC)C(=O)C(Nc2ccccc2OCC)=C(OC)C1=O
4,O=C1c2ccccc2S(=O)(=O)N1CCCN1C(=O)c2ccccc2S1(=O)=O
0,O=C1C=Cc2cccc3ccc(O)c1c23
4,O=C(c1ccc2c(=O)n3c(nc2c1)CCC3)N1CCN(S(=O)(=O)c2ccccc2Br)CC1
5,CCN(Cc1ccccc1)c1ccccc1
-1,CC(=NNc1ccc([N+](=O)[O-])cn1)c1ccccc1
-29,NS(=O)(=O)c1ccc(NC(=O)c2cccc3cc4ccccc4nc23)cc1
0,CCOc1nc(-c2ccc(OC)cc2)ccc1-c1noc(-c2ccncc2)n1
-1,O=C(COC(=O)/C=C/c1ccc([N+](=O)[O-])cc1)Nc1ccc2[nH]c(=O)[nH]c2c1
9,O=C(Nc1ccc([N+](=O)[O-])cc1)NN1CCCCCC1
-1,Cc1cccc(N(C(=O)Cc2cccs2)C(C(=O)NC2CCCC2)c2ccsc2)c1 (centres undefined)

# No new results follow: two of the compounds above.
PAFAH1B2 FP inh,SMILES
6,C/C(=N\NC(=O)c1nnn(-c2nonc2N)c1-c1ccccc1)c1ccco1
5,CCOc1ccccc1NC1=C(OC)C(=O)C(Nc2ccccc2OCC)=C(OC)C1=O

# (further entries)
PAFAH1B2 FP inh,SMILES
-1,COc1cc(OC)cc(C(=O)NC(C(=O)NNC(=O)CN(C)S(=O)(=O)c2ccc(C)cc2)C(C)C)c1 (centres undefined)
-1,COC(=O)C1=NNC(C(=O)OC)C1c1ccccc1 (centres undefined)
2,Nc1nnc(SCC(=O)Nc2cccc(Cl)c2)s1
-1,CC(Sc1ncccn1)C(=O)N1CCc2ccccc21 (centres undefined)
5,COc1cc(C(C)=O)ccc1OCc1cn(CC(=O)c2ccc(O)cc2)nn1
0,COc1ccc2c(Cl)c(C(=O)OCC(=O)c3ccc4c(c3)NC(=O)CO4)sc2c1Cl
1,CN(CCc1ccccc1)C(=O)c1ccc(NC(=O)Cc2ccc(NC(=O)C3CCCN(C(=O)C4CCCCC4)C3)cc2)cc1 (centres undefined)
6,CCOC(=O)C1(Cc2ccccc2C#N)CCCCC1=O (centres undefined)
2,O=C1N=c2ccccc2=C1c1sc(Nc2ccc(O)cc2)nc1O
2,COc1ccc(C)cc1NS(=O)(=O)c1ccccc1
2,COc1ccc(CNCCS(=O)(=O)NC2CCCC2)cc1
4,COc1cc(-c2ccc(NC(=O)c3ccc(C)cc3)c(OC)c2)ccc1NC(=O)c1ccc(C)cc1
2,NC(N)=NN=C(c1ccc(F)cc1)c1ccc(C(F)(F)F)cc1
-2,O=C1NC(c2ccccc2)Cc2ccncc21 (centres undefined)
6,CC(=NNC(=S)N1CCN(C2CCCCCC2)CC1)c1ccccn1
7,O=C(O)CC(CC(=O)O)n1cccc1
3,CC(=O)Nc1ccc(S(=O)(=O)NCC2(N3CCOCC3)CCCCC2)cc1
-3,COc1ccc(S(=O)(=O)N2CCN(C(=O)c3ccc(=O)[nH]n3)CC2)cc1OC
1,COc1ccc(N(Cc2ccccc2)S(=O)(=O)c2cccc(C(=O)NCC3CCCO3)c2)cc1 (centres undefined)
6,CCN(CC(=O)Nc1c(F)cccc1F)C(=O)c1ccc(=O)n(C)n1
2,CN(C)C(=O)CSc1ccc(S(=O)(=O)N2CCCC2)cn1
2,O=C1C2C3C=CC(O3)C2C(=O)N1N=Cc1cccc2ccccc12 (centres undefined)
3,CC(OC(=O)c1ccc(C#N)cc1)C(=O)Nc1ccc(Cl)cn1 (centres undefined)
0,Cc1c(C(=O)N2CCC(C)CC2)sc2ncnc(N3CCN(c4ccccc4)CC3)c12

# Sorted by value in PAFAH1B2 FP inh (highest first): four from the list above.
PAFAH1B2 FP inh,SMILES
7,O=C(O)CC(CC(=O)O)n1cccc1
2,NC(N)=NN=C(c1ccc(F)cc1)c1ccc(C(F)(F)F)cc1
1,COc1ccc(N(Cc2ccccc2)S(=O)(=O)c2cccc(C(=O)NCC3CCCO3)c2)cc1 (centres undefined)
-3,COc1ccc(S(=O)(=O)N2CCN(C(=O)c3ccc(=O)[nH]n3)CC2)cc1OC

# Going on with the list.
PAFAH1B2 FP inh,SMILES
10,CC1CCc2[nH]c3ccc(C(=O)N(C)CC(=O)Nc4ccccc4Cl)cc3c2C1 (centres undefined)
8,CCN(c1ccccc1)S(=O)(=O)c1cccc(C(=O)NCCOc2ccccc2OC)c1
2,CN(C(=O)c1cccc(NC(=O)Cc2cccc(NC(=O)C3CCCN(C(=O)C4CC4)C3)c2)c1)C1CC1 (centres undefined)
0,CCCCNc1cccc2c1S(=O)(=O)N(CCCC)CC(COCc1ccccc1)O2 (centres undefined)
5,Cn1ncc(=S)[nH]c1=S
1,CC(Cc1ccccc1)=NNc1ccc([N+](=O)[O-])cc1[N+](=O)[O-]
1,CC(OC(=O)c1ccc2c(c1)OCO2)C(=O)NC1CCCCC1C (centres undefined)
-4,COc1cc2c(c(NC(C)=O)c1)N(C(C)=O)CCC2
0,O=C(CC(=O)c1cccnc1)c1ccccc1
1,CCN(C(=O)COC(=O)C(C)(C)Oc1ccc(Cl)cc1)c1c(N)n(Cc2ccccc2)c(=O)[nH]c1=O
8,CSc1nc(N)nc2c1ncn2Cc1ccccc1
0,CC(=O)CC[N+](C)(C)C
1,O=C(CCNC(=O)c1ccc([N+](=O)[O-])cc1)NCC1COc2ccccc2O1 (centres undefined)
3,CC(O)(c1cccs1)C(C(=O)O)c1ccccc1 (centres undefined)
4,COC(=O)CCC1(C(N)=O)CCC(=O)c2ccccc21 (centres undefined)
-5,COc1ccc(OC(=O)N2C/C(=C/c3ccccc3)C(=O)/C(=C\c3ccccc3)C2)cc1
0,Cc1cccc(C2c3c(n(C)c(=O)n(C)c3=O)N=C3c4ccccc4C(=O)C32)c1 (centres undefined)
3,COc1cccc(C=NNC(=S)NN=Cc2cccc(OC)c2OC)c1OC
5,COc1cccc(/C=N/NC(=O)c2ccc(-n3cnnn3)cc2)c1
1,O=C(COC(=O)c1cc(=O)c2ccccc2o1)Nc1c(F)c(F)c(F)c(F)c1F
3,CCCc1cc(C(=O)Nc2sc(C)c(C)c2C(=O)OCC)no1
1,O=C(CN1CSCC1=O)N1CCN(S(=O)(=O)c2cc(C(F)(F)F)ccc2Cl)CC1
-1,C=CCOc1c(Cl)cc(Cl)cc1S(=O)(=O)NCCO
5,O=C1ON=C(c2ccccc2)/C1=C/c1cccnc1

# Compounds above with an aryl thioether with sulfur outside any ring, in the order listed:
PAFAH1B2 FP inh,SMILES
6,Cc1sc2nc(SCC(=O)Nc3ccc(Cl)c(C(=O)O)c3)[nH]c(=O)c2c1C
2,Nc1nnc(SCC(=O)Nc2cccc(Cl)c2)s1
-1,CC(Sc1ncccn1)C(=O)N1CCc2ccccc21 (centres undefined)
2,CN(C)C(=O)CSc1ccc(S(=O)(=O)N2CCCC2)cn1
8,CSc1nc(N)nc2c1ncn2Cc1ccccc1

# (next part)
PAFAH1B2 FP inh,SMILES
2,Cc1cnc(C(=O)NCC(=O)Nc2ccccc2Br)cn1
2,COc1ccc(NC(=O)c2ccc(NC(=O)CN3CCN(c4ccc(O)cc4)CC3)cc2)cc1
1,COc1ccc(N=C2C=CC(=O)O2)cc1
-9,CC(C)CC(C(=O)OCC(=O)N1CCN(c2ccccc2)CC1)N1C(=O)c2ccccc2C1=O (centres undefined)
0,Clc1ccc2c(c1)C1CC2CCN1Cc1ccccc1 (centres undefined)
4,COc1cc(CN(C)c2ccc(S(=O)(=O)N3CCCC3)cn2)ccc1OC(F)F
-1,CCCSc1nc(N)nc2c1ncn2C1OC(CO)C(O)C1O (centres undefined)
4,Cc1c(NS(=O)(=O)c2ccc(C(=O)N(C)Cc3cccc(Cl)c3Cl)cc2)c(=O)n(-c2ccccc2)n1C
6,CC1(C)C(=O)Nc2ccccc2N1C(=O)COC(=O)c1cc(S(C)(=O)=O)ccc1Cl
-1,Cc1ccc(S(=O)(=O)N(CCC(=O)NCc2ccc(S(N)(=O)=O)cc2)c2ccccc2)cc1
-1,COc1ccc2nc(SC(C)C(=O)NC3CCCCC3)[nH]c2c1 (centres undefined)
5,O=S(=O)(CC=CCS(=O)(=O)c1ccccc1)c1ccccc1

# Exported bar-delimited: 3 of the compounds above
Structure | PAFAH1B2 FP inh
CCCSc1nc(N)nc2c1ncn2C1OC(CO)C(O)C1O (centres undefined) | -1
Cc1c(NS(=O)(=O)c2ccc(C(=O)N(C)Cc3cccc(Cl)c3Cl)cc2)c(=O)n(-c2ccccc2)n1C | 4
CC1(C)C(=O)Nc2ccccc2N1C(=O)COC(=O)c1cc(S(C)(=O)=O)ccc1Cl | 6

# Continued:
PAFAH1B2 FP inh,SMILES
6,CC(C)C(Cl)=NOC(=O)Nc1ccc(F)cc1
4,O=C(O)C1C2OC(C(Br)C2Br)C1C(=O)O (centres undefined)
3,COc1ccc2nc(N3C(=O)/C(=C/c4ccc(Cl)cc4)NC3=S)sc2c1
4,CC(=O)c1cc2c(cc1NC(=O)c1ccc(-n3nc(C)cc3C)cc1)OCO2
6,CCCCC[C@H](O)/C=C/C1C(=O)C=C[C@H]1C/C=C\CCCC(=O)OC (some centres undefined)
0,O=C(CCc1ccco1)CCc1ccco1
1,O=[N+]([O-])c1ccc2[nH]c(=S)sc2c1
1,COc1ccc(O)c(CN2CC3CCC(CC3)C2)c1
3,O=C1c2ccccc2C(=O)N1CCCCNc1ccccc1
0,O=c1sc2ccccc2n1COc1ccccc1
0,Cc1ccc(C(=O)N2[C@@H]3CN(C)C(=O)[C@@]2(C)[C@H]2C(=O)N(Cc4ccccc4)C(=O)[C@@H]32)cc1
3,CC(C)(C)n1ncc2c(=O)n(CC(=O)N3CCN(c4ccccc4)CC3)cnc21
0,CC(=O)Nc1sc(C)c(C)c1C(=O)OCC(=O)N(CCC#N)c1cc(C)cc(C)c1
5,O=C(Nc1ccccc1Cl)C(Cl)C(=O)c1ccccc1 (centres undefined)
2,O=C(O)C1CC2C3CC(C(=O)O)C(C3)C2C1 (centres undefined)
7,O=S(=O)(Nc1ccccc1)C1CCCCC1
5,O=C(NCc1ccccc1)c1cccc(NC(=O)C2CCC2)c1
7,CC(C)C[C@@H](CN)NC(=O)c1nc[nH]c1C(=O)N[C@@H](C)C(=O)CNC[C@H](C)NC(=O)c1nc[nH]c1C(=O)N[C@@H](CC(=O)O)C(=O)O
-1,COc1ccc(CCNC(=O)COC(=O)c2cccs2)cc1
-2,COc1ccc(CCN2CC(C(=O)OC(C)C(=O)Nc3ccc(NC(C)=O)cc3)CC2=O)cc1OC (centres undefined)
-1,CCN1C[C@@H]2[C@@H]3C(=O)N(C)C(=O)[C@@H]3[C@](C)(C1=O)N2C(=O)c1ccc(C)cc1
-1,CN(CCCn1cnc2c(OCc3ccccc3)ncnc21)CCc1ccccn1
4,CC1CCc2c(sc(NC(=O)c3c([N+](=O)[O-])cnn3C)c2C(N)=O)C1 (centres undefined)
4,CCNc1nc(C)nc2c1cnn2C
1,CCOC(=O)C1CCN(C(=O)c2ccccc2)C(CC)C1=O (centres undefined)
13,Cc1ccc2c(c1)c1ccc3c(c1n2C)C(=O)C=CC3=O
2,O=c1[nH]nc(-c2n[nH]c(=O)o2)o1
4,CC(=O)NCc1ccc(C(=O)CN2C(=O)NC3(CCCCC3C)C2=O)s1 (centres undefined)
1,CCCCn1c(N)c(N(CCOC)C(=O)c2oc3ccc(Br)cc3c2C)c(=O)[nH]c1=O
5,CSc1ccc(Cl)c(C(=O)OCC(=O)N2CCN(c3ccccc3)CC2)c1
4,COc1ccc(NC(=O)CN(C)CC(=O)Nc2cccc3ccccc23)c(OC)c1
6,CN(Cc1c(F)cccc1Cl)C(=O)c1cccc(S(=O)(=O)N2CCN(Cc3ccccc3)CC2)c1
23,O=C(Nc1ccccc1N1CCCCC1)c1ccc([N+](=O)[O-])o1
0,COc1cccc(CNC(=O)CN2C(=O)NC(c3ccccc3)(c3ccccc3)C2=O)c1
0,CCCCn1c(N)c(N(CCC(C)C)C(=O)COC(=O)c2cccnc2SC)c(=O)[nH]c1=O
6,O=C1C=CC(=O)N1Cc1ccncc1
0,CC1CCCC(CC(N)=O)CC1 (centres undefined)
14,O=C(Nc1cccc([N+](=O)[O-])c1)N(c1ccccc1)c1ccccc1
6,Cc1ccc(NC(=O)CCC(=O)c2ccccc2)cc1
8,NC(=O)c1ccsc1NC(=O)CCS(=O)(=O)c1ccc(Cl)cc1
6,O=[N+]([O-])c1ccc(CSc2ccc(S(=O)(=O)N3CCOCC3)cn2)cc1
2,CC(C)CN1CCN(CCCOC(=O)Nc2cccc3ccccc23)CC1C (centres undefined)
9,O=C(COC(=O)CNS(=O)(=O)c1ccc(Cl)cc1)NC1CCCCC1
5,CCOC(=O)c1cc2c(c(CCO)n1)[C@@H](CCO)N(S(=O)C(C)(C)C)C2 (some centres undefined)
4,Cc1ccc(CN2C(=O)COc3cc(NS(C)(=O)=O)ccc32)cc1
3,CCCCNCCS(=O)(=O)NCc1ccccc1OC
9,Cc1ccc(S(=O)(=O)NCC(=O)OC(C)C(=O)NC2CCCCC2C)cc1C (centres undefined)
